Screening data (PubChem BioAssay)
Runt-CBFb FRET: Runt domain-CBFb interaction inhibition; Q01196+Q13951; Cerulean-Runt/Venus-CBFb FRET ratio 530/480, 1 h; inhibition, % at 20 µM; 0.46% of 220,000 active; AID 1496;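 active = inhibition over about 50% at 20 µM in the single-dose screen, limit read from the data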;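 note: 0% = DMSO wells and 100% = excess unlabeled CBFb competitor control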
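Assay system: Cerulean-Runt domain / Medium: Tris 50 mM pH 7.5, KCl, K2SO4, 0.01% BSA / Timing: protein complex preformed 1 h, compound exposure 1 h, room temperature, dark / Measured by: FRET, excitation 422 nm, emission at 530 and 480 nm / Evaluation: loss of energy transfer signal / Control set: 5 µM unlabeled CBFb as full-inhibition high control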
Hck-Nef inh: inhibitors of human Hck kinase activated by Nef | P08631 | Recombinant Hck-YEEI plus Nef, Z-Lyte FRET kinase assay | inhibition, % at 20 µM | 0.68% of 220,000 active;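 active = Hck-Nef kinase inhibition above about 50%, limit read from the data; inactive = inhibition below that limit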;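 note: 0% = DMSO with Hck plus Nef and 100% = Hck alone without Nef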
MDM2 E3 inh: Mdm2 E3 ligase (human) inhibition; AID 1230; Q00987; 0.11% of 210,000 active; cell-based MDM2 ubiquitination luciferase reporter, 2 h; 0 = plate control, 100 = twice control, blank-subtracted; signal enhancement, % at 5 µM;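 active = signal enhancement of 30% or more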;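 note: luminescence tracks abundance of the self-degrading MDM2-luciferase fusion protein; higher signal means inhibition of MDM2 E3 ligase activity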
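System: stable MDM2–luciferase fusion reporter cells / Input: 2000 cells seeded into each well / Schedule: 4 h settle plus 2 h compound, 37 °C / Compound: single-point 5 µM / Buffer or medium: cells held in DMEM / Benchmarks: control and blank well means / Evaluation: percent signal gain over controls, blank-subtracted / Measured by: luciferase luminescence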
14-3-3 Bad inh: disrupts binding of bovine 14-3-3 zeta to phospho-Bad peptide | P63103 | TR-FRET 14-3-3zeta/Dy647-pBad peptide displacement, 1 h | inhibition, % at 21.7 µM | 0.71% of 220,000 active;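 active = inhibition above about 70%, limit read from the data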;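 note: 0% = full 14-3-3 plus peptide FRET controls and 100% = background without 14-3-3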
Target sequence (P63103 whole entry, looked up): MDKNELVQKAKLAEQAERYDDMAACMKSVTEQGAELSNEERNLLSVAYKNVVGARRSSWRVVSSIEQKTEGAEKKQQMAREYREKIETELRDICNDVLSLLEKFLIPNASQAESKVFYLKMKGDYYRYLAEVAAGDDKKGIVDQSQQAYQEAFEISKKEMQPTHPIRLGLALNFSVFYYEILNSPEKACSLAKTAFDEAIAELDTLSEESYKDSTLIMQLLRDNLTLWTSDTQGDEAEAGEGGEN
Runt-SMMHC FRET: inhibitors of human RUNX1 Runt domain binding to CBFb-SMMHC. Cerulean-Runt/Venus-CBFb-SMMHC FRET ratio 530/480, 1 h. Q01196+Q13951. inhibition, % at 20 µM. AID 1434. 0.74% of 220,000 active;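 active = mean inhibition across duplicate retests at 20 µM reaching about 50%, limit read from the data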;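 note: 0% = DMSO wells and 100% = wells with excess untagged CBFb-SMMHC; inhibitors lower the FRET ratio by blocking Runt binding to CBFb-SMMHC; some results filed as inactive read as strong as hits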
EBV gp42 inh: EBV gp42 inhibition. Q1HVG2. Fluorescence polarization binding assay, mP read-out. inhibition, % (tested at 21.74 µM). 0.42% of 220,000 active; in the data active = inhibition above about 50%
Target sequence (Q1HVG2 whole entry, looked up): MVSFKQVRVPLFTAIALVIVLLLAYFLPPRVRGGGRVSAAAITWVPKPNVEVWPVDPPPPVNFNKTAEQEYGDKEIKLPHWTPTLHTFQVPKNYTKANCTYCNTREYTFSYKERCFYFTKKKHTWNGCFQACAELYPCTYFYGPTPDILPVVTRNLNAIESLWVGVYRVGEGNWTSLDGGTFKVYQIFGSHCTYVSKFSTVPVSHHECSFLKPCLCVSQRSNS
zVAD death inh: blocks zVAD induced death of L929 cells | AID 1377 | 0.38% of 220,000 active | viability rescue, % at 10 µM | L929 zVAD necroptosis rescue, ATP luminescence, 24 h; with zVAD 60 µM;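 active = activation, scaled between plate controls, above about 75%, limit read from the data; inactive = activation under that limit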;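 note: 0% = zVAD with DMSO and 100% = DMSO alone without zVAD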
TbHK1 inh: blocks Trypanosoma brucei hexokinase 1 activity. 0.11% of 220,000 active. inhibition, % at 10 µM. recombinant TbHK1, G6PDH-coupled NADH A340;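 active = inhibition of 50% or more in the single-dose primary screen; inactive = inhibition below 50%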
NCF1 inh: blocks human p47phox regulatory protein of NADPH oxidases. P14598. p47phox/p22phox peptide binding, fluorescence polarization, 2 h. inhibition, % at 24.7 µM. 0.53% of 220,000 active. AID 1274;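 active = inhibition above about 30%, limit read from the data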;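 note: 0% = p47phox with labelled peptide and 100% = labelled peptide alone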
Target sequence (P14598 whole entry, looked up): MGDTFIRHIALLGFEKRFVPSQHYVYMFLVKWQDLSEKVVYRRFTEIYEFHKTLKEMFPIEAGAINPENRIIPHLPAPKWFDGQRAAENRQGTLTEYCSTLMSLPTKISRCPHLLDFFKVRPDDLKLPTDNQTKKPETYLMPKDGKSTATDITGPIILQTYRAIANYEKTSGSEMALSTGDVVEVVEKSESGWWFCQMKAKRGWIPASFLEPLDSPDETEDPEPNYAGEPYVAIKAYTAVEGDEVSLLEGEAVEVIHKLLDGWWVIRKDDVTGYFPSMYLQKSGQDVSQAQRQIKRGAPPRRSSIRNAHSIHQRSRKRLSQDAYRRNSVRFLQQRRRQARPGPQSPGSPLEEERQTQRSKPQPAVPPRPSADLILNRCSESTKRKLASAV
* = called active by the depositor; [ ] = dose if it differs, or a comment. Hits appear at their usual frequency; any-hit rate near 3.2%.

Screening OC1CN=C2Sc3ccccc3N2C1 (stereo not given) returned Runt-CBFb FRET 0, Hck-Nef inh 14, MDM2 E3 inh -5, 14-3-3 Bad inh 0, Runt-SMMHC FRET 0, EBV gp42 inh 16, zVAD death inh -0.1, TbHK1 inh 8 and NCF1 inh 3.
For CCc1ccc(NC(=O)c2cccnc2)cc1 the results were Runt-CBFb FRET 0, Hck-Nef inh 0, MDM2 E3 inh 1, 14-3-3 Bad inh -5, Runt-SMMHC FRET 0, EBV gp42 inh -20, zVAD death inh 0.3, TbHK1 inh -1 and NCF1 inh -9.
For COC(=O)c1cccc(NC(=O)c2nn(C)c(=O)c3ccccc23)c1 the results were Runt-CBFb FRET -1, Hck-Nef inh -5, MDM2 E3 inh -14, 14-3-3 Bad inh -4, Runt-SMMHC FRET -1, EBV gp42 inh -1, zVAD death inh 9.4, TbHK1 inh -5 and NCF1 inh -8.
`Cc1ccccc1-c1n[nH]c(=S)n1Cc1ccccc1` gave Runt-CBFb FRET 7, Hck-Nef inh 7, MDM2 E3 inh -1, 14-3-3 Bad inh -1, Runt-SMMHC FRET 23, EBV gp42 inh 7, zVAD death inh 1.0, TbHK1 inh -3 and NCF1 inh -6.
For CCCCCCNC(=O)N[C@@H](C(=O)NCCC[C@H]1CN2C(=NC[C@@H]2Cc2ccccc2)N1CCc1cccc(OC)c1)C(C)C the results were Runt-CBFb FRET 37, Hck-Nef inh 10, MDM2 E3 inh 12, 14-3-3 Bad inh -2, Runt-SMMHC FRET 63*, EBV gp42 inh -17, zVAD death inh 0.1, TbHK1 inh 29 and NCF1 inh 66*.
`CCN1CCN(CC(=O)Nc2cc(C(F)(F)F)ccc2OCCOC)CC1` gave Runt-CBFb FRET -2, Hck-Nef inh 28, 14-3-3 Bad inh 19, Runt-SMMHC FRET 0, EBV gp42 inh -10, zVAD death inh 0.4, TbHK1 inh 0 and NCF1 inh -8.
`CC(=O)c1sc(-c2ccccn2)nc1C` gave Runt-CBFb FRET 0, Hck-Nef inh -10, MDM2 E3 inh -15, 14-3-3 Bad inh 0, Runt-SMMHC FRET -2, EBV gp42 inh -10, zVAD death inh 0.1, TbHK1 inh -35 and NCF1 inh -10.
Screening Cc1ccc(S(=O)(=O)N(C)C)cc1NC(=O)c1ccncc1 returned Runt-CBFb FRET -1, Hck-Nef inh 19, MDM2 E3 inh -11, 14-3-3 Bad inh -17, Runt-SMMHC FRET -2, EBV gp42 inh -7, zVAD death inh 3.0, TbHK1 inh -3 and NCF1 inh 4.
For O=C(O)c1cccc(CSc2nc(-c3ccccc3)cc(C(F)(F)F)n2)c1 the results were Runt-CBFb FRET -5, Hck-Nef inh 1, MDM2 E3 inh -32, 14-3-3 Bad inh 12, Runt-SMMHC FRET 5, EBV gp42 inh 6, zVAD death inh 0.6, TbHK1 inh -10 and NCF1 inh -6.
`O=S(=O)(/N=C/N1CCOCC1)c1ccc(Cl)cc1` gave Runt-CBFb FRET -3, Hck-Nef inh 2, MDM2 E3 inh -19, 14-3-3 Bad inh -6[fluorescence artefact?], Runt-SMMHC FRET 3, EBV gp42 inh -11, zVAD death inh -0.2, TbHK1 inh 4 and NCF1 inh 4.
`COc1ccc(C(=O)N/C(=C\c2cccc3ccccc23)C(=O)N2CCN(C)CC2)cc1OC` gave Runt-CBFb FRET 0, Hck-Nef inh -35, MDM2 E3 inh 3, 14-3-3 Bad inh -2, Runt-SMMHC FRET 2, EBV gp42 inh 4, zVAD death inh 1.8, TbHK1 inh -15 and NCF1 inh -10.
Cc1sc2ncnc(N3CCCC(C)C3)c2c1C (stereo not given) was read as Runt-CBFb FRET -1, Hck-Nef inh -15, MDM2 E3 inh -2, 14-3-3 Bad inh 11, Runt-SMMHC FRET 4, EBV gp42 inh 3, zVAD death inh 0.3, TbHK1 inh 7 and NCF1 inh 13.
`Cc1onc(-c2ccccc2Cl)c1C(=O)O/N=C(\N)c1ccc([N+](=O)[O-])o1` gave Runt-CBFb FRET 0, Hck-Nef inh 33, MDM2 E3 inh -16, 14-3-3 Bad inh -13, Runt-SMMHC FRET 1, EBV gp42 inh -11, zVAD death inh 6.4, TbHK1 inh -55 and NCF1 inh 0.
c1ccc(CSc2ncccn2)cc1 was read as Runt-CBFb FRET 10, Hck-Nef inh -1, MDM2 E3 inh -21, 14-3-3 Bad inh 1[fluorescence artefact?], Runt-SMMHC FRET 4, EBV gp42 inh -17, zVAD death inh 0.2, TbHK1 inh 3 and NCF1 inh -10.
For COc1ccc(Cl)cc1NC(=O)Cn1cccc1 the results were Runt-CBFb FRET 1, Hck-Nef inh -1, MDM2 E3 inh 6, 14-3-3 Bad inh 5[fluorescence artefact?], Runt-SMMHC FRET -4, EBV gp42 inh -2, zVAD death inh -0.4, TbHK1 inh -4 and NCF1 inh 1.

Structures shown so far that have fluorine (2):
`CCN1CCN(CC(=O)Nc2cc(C(F)(F)F)ccc2OCCOC)CC1` gave Runt-CBFb FRET -2, Hck-Nef inh 28, 14-3-3 Bad inh 19, Runt-SMMHC FRET 0, EBV gp42 inh -10, zVAD death inh 0.4, TbHK1 inh 0 and NCF1 inh -8.
For O=C(O)c1cccc(CSc2nc(-c3ccccc3)cc(C(F)(F)F)n2)c1 the results were Runt-CBFb FRET -5, Hck-Nef inh 1, MDM2 E3 inh -32, 14-3-3 Bad inh 12, Runt-SMMHC FRET 5, EBV gp42 inh 6, zVAD death inh 0.6, TbHK1 inh -10 and NCF1 inh -6.

Next part.
Screening Nc1cc(Cl)ccc1Oc1ccccc1 returned Runt-CBFb FRET -1, Hck-Nef inh 3, MDM2 E3 inh -12, 14-3-3 Bad inh -11, Runt-SMMHC FRET -2, EBV gp42 inh -5, zVAD death inh 1.0, TbHK1 inh 40 and NCF1 inh 9.
Screening CCc1nc2c(c(=O)c3ccccc3n2C)c(=O)n1-c1ccc(F)cc1 returned Runt-CBFb FRET -1, Hck-Nef inh 1, MDM2 E3 inh -8, 14-3-3 Bad inh 1, Runt-SMMHC FRET 3, EBV gp42 inh -1, zVAD death inh 1.4, TbHK1 inh -14 and NCF1 inh 4.
COc1ccc(Br)cc1CN1CCN(C(=O)c2ccc(OC)c(OC)c2)CC1 was read as Runt-CBFb FRET -2, Hck-Nef inh 20, MDM2 E3 inh 0, 14-3-3 Bad inh 22, Runt-SMMHC FRET 0, EBV gp42 inh -9, zVAD death inh 0.5, TbHK1 inh -1 and NCF1 inh 8.
`O=C(Nc1ccc2c(c1)OCO2)c1cc(C2CC2)on1` gave Runt-CBFb FRET 0, Hck-Nef inh 1, MDM2 E3 inh -17, 14-3-3 Bad inh 5, Runt-SMMHC FRET -6, EBV gp42 inh 1, zVAD death inh -0.7, TbHK1 inh -6 and NCF1 inh 3.
For Cc1ccc(-c2cc(C(F)F)nc(NCc3cccnc3)n2)cc1 the results were Runt-CBFb FRET -4, Hck-Nef inh 1, MDM2 E3 inh 6, Runt-SMMHC FRET 2, EBV gp42 inh 2, zVAD death inh 0.1, TbHK1 inh -10 and NCF1 inh -28.
Screening COc1ccccc1NC(=O)CN1C(=O)CCS(=O)(=O)c2ccccc21 returned Runt-CBFb FRET -1, Hck-Nef inh 0, MDM2 E3 inh -10, 14-3-3 Bad inh 5[fluorescence artefact?], Runt-SMMHC FRET 2, EBV gp42 inh -13, zVAD death inh -0.1, TbHK1 inh -3 and NCF1 inh -11.
`COc1cccc(N2CCN(C(=S)NCc3ccco3)CC2)c1` gave Runt-CBFb FRET 5, Hck-Nef inh 0, MDM2 E3 inh -24, 14-3-3 Bad inh -1, Runt-SMMHC FRET 3, EBV gp42 inh -24, zVAD death inh -0.2, TbHK1 inh 5 and NCF1 inh -16.
For Cc1ccc(CNC(=O)CN(C)S(=O)(=O)c2cccs2)cc1 the results were Runt-CBFb FRET 0, Hck-Nef inh -20, MDM2 E3 inh -4, 14-3-3 Bad inh 86*, Runt-SMMHC FRET -2, EBV gp42 inh 4, zVAD death inh -0.6, TbHK1 inh 9 and NCF1 inh 0.
Screening CCN(CC)S(=O)(=O)c1cc(NC(=O)COC(=O)c2sc3ccccc3c2Cl)ccc1C returned Runt-CBFb FRET 2, Hck-Nef inh 4, MDM2 E3 inh -1, 14-3-3 Bad inh -4[fluorescence artefact?], Runt-SMMHC FRET 2, EBV gp42 inh -16, zVAD death inh 0.4, TbHK1 inh 4 and NCF1 inh -17.
For Cc1cccc(NC(=S)NC(=O)/C=C/c2ccco2)c1 the results were Runt-CBFb FRET 8, Hck-Nef inh 14, MDM2 E3 inh -12, 14-3-3 Bad inh 21, Runt-SMMHC FRET -5, EBV gp42 inh -3, zVAD death inh 0.4, TbHK1 inh -2 and NCF1 inh -18.
Cc1cccc(OCC(=O)Nc2ccc(S(=O)(=O)Nc3cc(C)nc(C)n3)cc2)c1 was read as Runt-CBFb FRET 1, Hck-Nef inh 19, MDM2 E3 inh -16, 14-3-3 Bad inh 1, Runt-SMMHC FRET 3, EBV gp42 inh -23, zVAD death inh 0.9, TbHK1 inh 0 and NCF1 inh 1.
`CC1=CC(c2ccccc2)n2nc(N3C(=O)C4CC=CCC4C3=O)nc2N1` (stereo not given) gave Runt-CBFb FRET 1, Hck-Nef inh 1, MDM2 E3 inh -15, 14-3-3 Bad inh -13, Runt-SMMHC FRET 4, EBV gp42 inh 1, zVAD death inh -0.3, TbHK1 inh 22 and NCF1 inh 12.
Screening COc1ccc(C2N3CC4(C)CN2CC(C)(C3)C4=O)cc1OC (stereo not given) returned Runt-CBFb FRET 2, Hck-Nef inh 4, MDM2 E3 inh -21, 14-3-3 Bad inh -8, Runt-SMMHC FRET -4, EBV gp42 inh 1, zVAD death inh 0.8, TbHK1 inh -3 and NCF1 inh -9.
For COc1cc(NC(=O)c2ccc3c(SCC(=O)O)c4c(nc3c2)CCCC4)cc(OC)c1OC the results were Runt-CBFb FRET -2, Hck-Nef inh -2, MDM2 E3 inh -26, 14-3-3 Bad inh -2, Runt-SMMHC FRET 3, EBV gp42 inh -10, zVAD death inh 0.1, TbHK1 inh -11 and NCF1 inh 7.
For O=C(C1CCCO1)N1CCC(O)(c2ccccc2)CC1 (stereo not given) the results were Runt-CBFb FRET 0, Hck-Nef inh -1, MDM2 E3 inh 5, 14-3-3 Bad inh 2, Runt-SMMHC FRET 0, EBV gp42 inh -2, zVAD death inh -0.2, TbHK1 inh 5 and NCF1 inh -10.
N#Cc1ccc(-n2c(-c3ccccc3)nnc2-c2ccccc2)cc1C#N was read as Runt-CBFb FRET 0, Hck-Nef inh 13, MDM2 E3 inh -2, 14-3-3 Bad inh 0, Runt-SMMHC FRET 2, EBV gp42 inh 2, zVAD death inh 0.1, TbHK1 inh 3 and NCF1 inh -9.
`Cc1ccc(C(=O)OCc2c(C)noc2C)cc1NC(=O)c1ccco1` gave Runt-CBFb FRET 2, Hck-Nef inh 24, MDM2 E3 inh -20, 14-3-3 Bad inh -17, Runt-SMMHC FRET -5, EBV gp42 inh 1, zVAD death inh 1.5, TbHK1 inh -1 and NCF1 inh -11.
For O=S1(=O)N=C(Nc2ccc(O)c(CN3CCCCC3)c2)c2ccccc21 the results were Runt-CBFb FRET 2, Hck-Nef inh 0, MDM2 E3 inh -5, 14-3-3 Bad inh -6, Runt-SMMHC FRET -10, EBV gp42 inh -11, zVAD death inh 1.2, TbHK1 inh -14 and NCF1 inh -16.
